mABHD4 FP = inhibits mouse alpha/beta hydrolase domain 4; purified mABHD4, FP-Rh probe fluorescence polarization; Q8VD66; inhibition, % at 8.92 µM; 370,000 tested, 0.54% active;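 active = inhibition exceeding the mean over every tested compound plus 3 SD, cut at about 30% in these data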;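 note: 0% = plate median of compound wells and 100% = S159A mutant with DMSO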
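Assay system: Wild-type mouse ABHD4 protein | Medium: HEPES pH 7.0 buffer, 150 mM NaCl, 0.01% Pluronic F-127 | Incubation: Enzyme–compound pre-incubation 45 min, then probe 60 min, both 25 °C | Technique: Fluorescence polarization with parallel and perpendicular emission, 525/598 nm | Evaluation: % inhibition of FP-Rh probe binding versus controls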
LEDGF integ inh = blocks HIV-1 LEDGF/p75-dependent DNA integration | TR-FRET IN-LEDGF/p75 DNA integration, Eu/Cy5 | inhibition, % at 3.7 µM | 370,000 tested, 0.64% active;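 active = inhibition above the screen-wide mean plus 3 SD, cut at about 13% in these data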;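 note: signal is the Cy5 over europium emission ratio at 671 and 618 nm; 0% = plate median of compound wells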
TDP2 absorb = TDP2 (human) inhibition, absorbance primary screen | O95551 | recombinant TDP2, T5PNP hydrolysis, p-nitrophenol absorbance 415 nm | inhibition, % at 12.8 µM | 370,000 tested, 0.34% active | AID 720702;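 active = inhibition above the mean of all tested compounds plus 3 SD, set per campaign, cut at about 25% in these data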;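 note: 0% = DMSO with enzyme and 100% = buffer with substrate but no TDP2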
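Material: recombinant human TDP2; quantity: TDP2 enzyme at 120 nM final; medium: Tris-HCl pH 7.5 with MgCl2; compound: single concentration, 12.8 µM nominal, with 1% DMSO; incubation: 2 h enzyme incubation at 37 °C; signal: epi absorbance; measure: percent inhibition; benchmarks: high control without enzyme, low control DMSO plus TDP2; repeats: singlicate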
UHRF1 binding = UHRF1 methyl-DNA binding inhibition; UHRF1 binding to methylated oligo, TR-FRET; AID 687016; inhibition, % at 4.4 µM; 370,000 tested, 0.75% active; Q96T88; in the data active = inhibition above about 21%;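 note: UHRF1 SRA domain binding a hemimethylated CpG hairpin DNA probe; 0% = median of test compound wells and 100% = reference inhibitor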
Tn7 DDE FP = inhibitors of Tn7 peptide binding to human fibrin DD(E). inhibition, % at 8.3 µM. FP displacement of FITC-Tn7 peptide from fibrin DD(E); 0% = median of compound wells per plate. 370,000 tested, 0.13% active. P02675;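 active = inhibition above the mean of compounds falling within the control limits plus 3 SD of them, cut at about 14% in these data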;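 note: 0% = plate median of compound wells and 100% = 10 µM Aha-Tn7 peptide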
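Assay system: Human fibrin DD(E) protein | Medium: Tris buffer with calcium and detergent, pH 7.8 | Reagent: 0.1 µM fluorescent Tn7 | Compound dosing: Single point at 8.3 µM | Times: 10 min preincubation, 3 h with tracer, room temperature | Detection: Fluorescence polarization of the labelled Tn7 tracer | Controls: Aha-Tn7 high control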
PRMT1 FP inh = PRMT1 (human) inhibition, primary screen. Q99873. recombinant PRMT1, activity-based probe fluorescence polarization. inhibition, % at 2.79 µM. 370,000 tested, 1.3% active;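 active = inhibition above about 21% made by adding two undisclosed values, limit read from the data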
HTRA1 inh = inhibitors of human serine peptidase HTRA1; AID 504803; inhibition, % at 5.96 µM; recombinant HTRA1, FP-rhodamine activity-based probe, fluorescence polarization; Q92743; 340,000 tested, 0.5% active; in the data active = inhibition above about 36%;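 note: 0% = enzyme with DMSO and 100% = wells lacking enzyme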
Target sequence (Q92743 whole entry, looked up): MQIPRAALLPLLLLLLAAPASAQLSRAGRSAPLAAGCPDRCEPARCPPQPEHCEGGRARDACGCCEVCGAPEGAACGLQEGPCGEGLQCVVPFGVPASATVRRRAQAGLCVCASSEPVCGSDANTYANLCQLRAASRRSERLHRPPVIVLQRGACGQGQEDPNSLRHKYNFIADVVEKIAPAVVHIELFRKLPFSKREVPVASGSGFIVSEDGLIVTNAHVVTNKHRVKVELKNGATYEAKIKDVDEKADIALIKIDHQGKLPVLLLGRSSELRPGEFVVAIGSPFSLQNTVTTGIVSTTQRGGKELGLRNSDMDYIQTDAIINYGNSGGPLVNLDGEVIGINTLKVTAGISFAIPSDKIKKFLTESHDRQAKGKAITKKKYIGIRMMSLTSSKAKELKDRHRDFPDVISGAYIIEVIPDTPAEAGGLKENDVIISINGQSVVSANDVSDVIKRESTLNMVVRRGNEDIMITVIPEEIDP
SIAE primary = inhibitors of human sialic acid acetylesterase SIAE | Q9HAT2 | SIAE FP-Rh probe binding, fluorescence polarization | inhibition, % at 9.66 µM | 370,000 tested, 0.69% active | AID 1053197;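 active = inhibition above a cutoff: mean of compounds within the control limits plus 3 SD of those, cut at about 17% in these data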;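 note: 0% = plate median of compound wells and 100% = probe without SIAE protein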
Target sequence (Q9HAT2 whole entry, looked up): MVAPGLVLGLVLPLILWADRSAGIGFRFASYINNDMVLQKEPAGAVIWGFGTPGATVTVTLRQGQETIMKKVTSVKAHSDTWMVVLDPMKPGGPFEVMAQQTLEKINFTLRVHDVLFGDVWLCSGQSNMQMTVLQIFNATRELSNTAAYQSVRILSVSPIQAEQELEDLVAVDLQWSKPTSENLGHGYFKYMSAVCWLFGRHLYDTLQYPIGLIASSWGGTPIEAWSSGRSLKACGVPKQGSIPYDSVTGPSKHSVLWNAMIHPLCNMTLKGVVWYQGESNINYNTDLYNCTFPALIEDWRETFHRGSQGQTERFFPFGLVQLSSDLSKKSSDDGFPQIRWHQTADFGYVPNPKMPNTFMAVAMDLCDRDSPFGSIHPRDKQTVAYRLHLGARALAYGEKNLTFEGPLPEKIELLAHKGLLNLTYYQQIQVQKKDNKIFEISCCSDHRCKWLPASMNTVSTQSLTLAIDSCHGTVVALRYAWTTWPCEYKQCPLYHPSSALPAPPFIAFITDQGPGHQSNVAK
TCR-CD3 inh = blocks the human TCR-CD3 interaction | TAMRA-labeled TCR probe fluorescence, biochemical | inhibition, % at 9.4 µM | 360,000 tested, 0.37% active; in the data active = inhibition above about 19%;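 note: recombinant mutant TCR 2C K166C tagged with TAMRA read by polarization; 0% = receptor in buffer alone and 100% = receptor with positive control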
PG9 binder = small molecules binding HIV-1 gp120 antibody PG9; inhibition, % at 6.7 µM; TR-FRET gp120-PG9 antibody binding; 360,000 tested, 0.43% active; in the data active = inhibition above about 8.5%
Active calls of the source: *; / = no result given.

SMILES	mABHD4 FP	LEDGF integ inh	TDP2 absorb	UHRF1 binding	Tn7 DDE FP	PRMT1 FP inh	HTRA1 inh	SIAE primary	TCR-CD3 inh	PG9 binder
Cc1ccc(-c2noc(C3CCCN(C(=O)c4ccc(Cl)cc4)C3)n2)o1 (centres undefined)	6	4	-4	5	-3	-2	-15	3	8	-0.8
C=CCn1c(SCc2cc(=O)n3ccsc3n2)nc2scc(C3CC3)c2c1=O	-12	1	-3	-1	0	2	-23	-6	-4	-0.7
Nn1c(SCc2c(Cl)cccc2Cl)nnc1-c1n[nH]c2c1CCC2	0	2	5	-1	-2	2	/	9	/	/
Cc1ccc(CC2CC(=O)N(c3ccncc3)C2=O)cc1 (centres undefined)	4	1	3	-2	1	-2	4	9	7	-0.6
OCC#CCSc1nnc(-c2cccc3ccccc23)o1	-10	1	-3	1	1	0	-1	9	-4	-0.3
COc1ccc(-c2ccc(=O)n(Cc3c(F)cccc3Cl)n2)cc1	-26	4	-19	3	-7	5	-24	-6	-5	-0.5
O=C(CN1C(=O)/C(=C/c2cccc(Br)c2)SC1=S)NCCCN1CCOCC1	-10	1	1	-3	-5	0	-12	-10	-16	-6.1
CCN(CC)S(=O)(=O)c1cc(C)c(C)cc1Br	-6	-4	8	3	1	-3	0	2	0	-1.5
Cc1[nH]c2ccccc2c1/C=N/Nc1cccc(C(=O)O)c1	34*	1	7	1	3	5	18	7	12	-2.6
CC1CCN(c2ccc3nnc(CCC(=O)Nc4ccc(F)cc4)n3n2)CC1	-1	1	-5	1	-3	-3	-17	-5	5	1.2
Cc1cccc(-c2cnn(-c3ccccc3)c2N)c1	8	-5	-8	1	-3	2	5	-6	-5	0.6
COC(=O)c1sc(N2CCN(Cc3ccccc3)CC2)nc1N	0	-1	6	-2	2	-2	-2	2	1	0.7
O=C(NC(c1ccccc1)c1ccccc1)c1ccccc1	-18	-2	-5	6	6	4	-8	0	1	1.0
CCCn1c(=S)[nH]c2cc(C(=O)N(CCO)Cc3ccccc3)ccc2c1=O	-7	4	-11	-2	5	-2	-6	5	-2	-3.0
CCCCN1C(=O)C2C(C(=O)Nc3cccc(OC)c3)C3C=CC2(O3)C1C(=O)NC1CCCCC1C (centres undefined)	1	1	-3	4	5	3	-6	-1	2	1.4
O=C(NCCN1CCOCC1)C1CC(=O)N(c2ccc(Cl)cc2)C1 (centres undefined)	1	-1	4	-2	2	-6	5	3	9	0.8
CC(=O)Nc1ccc(NC(=O)CSc2ccc([N+](=O)[O-])cn2)cc1	-2	-1	2	7	3	1	3	6	2	-0.5
Cc1cc(C)nc(N2CCCC(C(=O)Nc3cc(F)ccc3C)C2)n1 (centres undefined)	1	-1	6	3	6	2	-7	-2	-6	-0.2
CCOc1cc(/C=N/OC(C)=O)ccc1OCc1ccccc1	5	-7	-1	1	1	6	-9	4	-8	-1.8
Cn1c(=O)cc(OCC(=O)NCCc2ccc(Cl)cc2)c2ccccc21	2	-1	-9	-1	-1	0	-1	-4	-8	-0.3
CC(=O)Oc1ccccc1C(=O)Nc1ccccc1	1	-2	7	-1	6	0	4	3	1	0.7
CC(C)CN1CN2Cc3ccccc3C2CS1(=O)=O (centres undefined)	-12	-2	-6	-1	8	5	/	-5	/	/
COC(=O)c1ccccc1C(=O)N(Cc1cccnc1)CC1CCCN(C2CCCCC2)C1 (centres undefined)	-1	2	-7	3	2	3	3	2	0	-0.5
O=C(COC(=O)/C=C/c1ccc2c(c1)OCO2)Nc1ccc(S(=O)(=O)N2CCCC2)cc1	-19	2	6	1	-12	0	-24	-9	1	0.8
CC(C(=O)NCc1ccccn1)c1ccc([N+](=O)[O-])cc1 (centres undefined)	-6	0	2	1	1	1	0	7	-2	-1.6
Cc1ccccc1CSc1nc2n(n1)C(c1cccs1)C1=C(CCCC1=O)N2 (centres undefined)	0	0	12	0	0	1	-8	0	8	-1.1
COc1ccc(C2=NOC(C(=O)NC(C)C)C2)cc1 (centres undefined)	-3	0	-3	7	5	-2	1	1	-3	1.0
Cc1ccc(Cn2c(SC3CCOC3=O)nc3ccccc3c2=O)cc1 (centres undefined)	-1	2	0	-2	-6	-1	-1	-7	3	-2.9
Fc1ccccc1COc1ccc(C(=S)N2CCCC2)cc1	3	0	-16	2	-8	-4	-12	-1	4	-2.2
CCCC(=O)n1nc(-c2cccnc2)nc1NCc1ccccc1	0	-6	-1	2	0	7	6	2	-3	0.1
COc1ccc(C(=O)C2CCCN(C(=O)c3cc(C)on3)C2)cc1F (centres undefined)	3	-1	-3	2	-2	1	-4	0	-2	-2.1
O=C(Cn1nnc2c(cnn2-c2ccc(F)cc2)c1=O)c1ccccc1F	-5	1	0	5	8	1	1	5	6	0.3
COCCNC(=O)C(C)Oc1ccc(Cl)cc1Cl (centres undefined)	4	2	4	-1	1	0	5	6	1	0.6
O=C(c1ccccc1)N1CCN(C2CCCCCC2)CC1	8	3	9	1	-7	4	10	-4	8	2.3
COc1ccc(C/C(C)=N/NC(=O)c2cccnc2)cc1	8	1	5	-3	-3	-1	1	18*	5	-3.2
CC1(c2ccc(Cl)cc2)NC(=O)N(CN2CCOCC2)C1=O (centres undefined)	-3	1	23	-1	-3	-2	2	2	-1	0.5
Cc1ccc(-c2cc(NC(=O)c3ccccc3)on2)cc1	-9	2	3	0	-1	-2	-8	2	-5	-0.3
COc1cc(C2C(C#N)=C(N)Oc3n[nH]c(C)c32)ccc1OC(=O)c1ccccc1 (centres undefined)	1	3	6	-8	-5	1	1	-6	-1	-2.9
N#Cc1cccc(NC(=O)CSc2n[nH]c(=O)[nH]c2=O)c1	-15	-4	-9	3	3	4	-2	5	3	1.0
Cc1sc2ccccc2[n+]1CC(=O)O	-1	0	7	0	-2	48*	-2	3	-4	1.5
COc1ccc(C)cc1NC(=O)CSc1nnnn1Cc1ccccc1	-4	-2	-1	-1	2	-2	-6	0	2	-1.1
Cc1cc(N2CCN(c3ccccc3)CC2)n2c(n1)nc1ccccc12	-6	1	8	-2	10	-2	-6	-1	2	0.1
COc1ccc(-c2nnc(SCC(=O)Nc3sc4c(c3C#N)CCCC4)n2-c2ccccc2)cc1	-1	1	-4	-1	-8	4	-3	-6	6	-0.3
CCOC(=O)N1CCN(C(=O)c2ccc3nc4ccc(Cl)cc4c(=O)n3c2)CC1	3	18*	-23	1	-11	1	2	0	-3	-0.4
COc1ccc(NC(=O)c2ccc(CNc3c(N4CCCC4)c(=O)c3=O)cc2)cc1Cl	-1	0	9	-3	2	0	-4	0	0	-2.2
CCC(C)Sc1nc(C)nc2c1c(=O)n(C)c(=O)n2C (centres undefined)	3	2	6	-1	8	2	-3	3	-3	0.9
Cc1onc(-c2c(Cl)cccc2Cl)c1C(=O)N1C=CC(C(F)(F)F)=NCC1	5	0	0	-1	-4	-2	-6	0	3	-2.2
CSc1nsc2nc(=O)c(/C=C3\C=Nc4ccccc43)c(N)n12	-12	2	-9	-1	-4	0	-12	-46	13	-2.3
COc1ccc(-n2c(SCC(=O)N3CCOCC3)nc(O)cc2=O)cc1	5	-2	16	2	2	3	4	-1	-4	-0.6
C/C(CCc1ccco1)=N\NC(=O)CNc1c(Br)cc(Br)cc1Br	-7	4	-5	-1	-1	-4	1	-1	0	-0.9
O=c1[nH][nH]c2c1[C@@H](c1ccc(F)cc1)O[C@H](C1CCCCC1)C2	12	1	7	-6	-3	3	/	8	-1	0.0
O=C(Nc1ncc(Cc2ccccc2)s1)C1=NCCN1	3	-5	-1	-2	-1	0	5	-1	-4	0.3
O=C(NCC1CCCO1)c1ccc2c(c1)C(=O)N(C1CCCCC1)C2=O (centres undefined)	0	-1	7	0	9	-2	0	-2	4	-0.4
COc1ccc(S(=O)(=O)Nc2ccc(S(=O)(=O)N3CCCC3)cc2)cc1	-6	5	-10	3	-6	-3	6	-8	0	-2.0
CC(C)(C)c1ccc(CC(=O)N2CCC2(C)C(=O)Nc2cccc3ccccc23)cc1 (centres undefined)	-18	5	-6	0	-5	-2	/	-12	0	-1.4
CCCCC1OC23CCCCC2C(C#N)(C#N)C1(C#N)C(=N)O3 (centres undefined)	24	0	2	-2	-1	10	17	11	18	-2.1
O=C(Cc1ccc(NC(=O)C2CCCN(C(=O)c3ccccc3)C2)cc1)Nc1cccc(C(=O)N2CCCC2)c1 (centres undefined)	-1	2	-7	0	-5	-3	/	-5	-1	-1.8
CCN(CC)C(=O)CSc1nc2c(sc(=S)n2-c2ccccc2)c(=O)n1-c1ccc(OC)c(OC)c1	-2	-1	-11	-2	-1	-1	-12	0	-1	-0.4
CN1CCN(c2ccccc2NC(=O)c2ccc(N3CCOCC3)c([N+](=O)[O-])c2)CC1	-6	0	0	-7	3	0	6	8	-7	-0.4
CC(C)OCCCn1c(=N)c(S(=O)(=O)c2ccccc2)cc2c(=O)n3ccccc3nc21	6	1	-2	0	4	0	4	0	6	-1.8

Compound profiles, as listed above:
`COC(=O)c1sc(N2CCN(Cc3ccccc3)CC2)nc1N` is listed with mABHD4 FP = 0; LEDGF integ inh = -1; TDP2 absorb = 6; UHRF1 binding = -2; Tn7 DDE FP = 2; PRMT1 FP inh = -2; HTRA1 inh = -2; SIAE primary = 2; TCR-CD3 inh = 1; PG9 binder = 0.7
`Nn1c(SCc2c(Cl)cccc2Cl)nnc1-c1n[nH]c2c1CCC2` is listed with mABHD4 FP = 0; LEDGF integ inh = 2; TDP2 absorb = 5; UHRF1 binding = -1; Tn7 DDE FP = -2; PRMT1 FP inh = 2; HTRA1 inh = /; SIAE primary = 9; TCR-CD3 inh = /; PG9 binder = /
`O=C(c1ccccc1)N1CCN(C2CCCCCC2)CC1` is listed with mABHD4 FP = 8; LEDGF integ inh = 3; TDP2 absorb = 9; UHRF1 binding = 1; Tn7 DDE FP = -7; PRMT1 FP inh = 4; HTRA1 inh = 10; SIAE primary = -4; TCR-CD3 inh = 8; PG9 binder = 2.3

Going on with the list:
SMILES	mABHD4 FP	LEDGF integ inh	TDP2 absorb	UHRF1 binding	Tn7 DDE FP	PRMT1 FP inh	HTRA1 inh	SIAE primary	TCR-CD3 inh	PG9 binder
C#CCNC(=O)C[C@@H]1C[C@@](CCC(=O)OCC)(C(=O)OCC)C2=CCCCN2C1=O	1	0	5	-2	3	6	/	-2	/	/
COc1c(OC(C)=O)ccc(/C=C/c2ccc3cccc(OC)c3n2)c1[N+](=O)[O-]	-17	2	-13	-3	-2	5	14	-9	-1	-1.8
COc1ccccc1NS(=O)(=O)c1ccc(C)c(C(=O)NCC(c2ccco2)N2CCCCC2)c1 (centres undefined)	2	1	9	-4	1	-3	0	0	5	-0.5
O=C(NCc1ccc(Cl)cc1)c1ccncc1	-4	3	-10	2	2	-4	4	10	-1	1.1
CC1(c2ccccc2)NC(=O)N(CC(=O)NNC(=O)c2cccc(Cl)c2)C1=O (centres undefined)	-6	-3	3	0	1	3	-1	8	9	3.1
